TPT1 inhibitor: inhibitors of Candida albicans tRNA 2'-phosphotransferase TPT1; actives 0.81% (n = 300,000); recombinant caTPT1, FP RNA substrate dephosphorylation; AID 1962; inhibition, % at 5 µM;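 active = inhibition above the mean of all tested compounds plus 3 SD, set per screening campaign, cut at about 24% in these data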;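 note: plate controls were DMSO alone for no effect and ferristatin control at 100 nM for full effect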
PP1 counter: blocks human PP1-alpha phosphatase, a PP5 counter-screen. actives 0.9% (n = 320,000). inhibition, % at 6.7 µM. purified PP1alpha, OMFP fluorescence. P62136;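 active = inhibition above the mean inhibition of all tested compounds plus 3 SD, computed separately for each screening campaign, cut at about 15% in these data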
Target sequence (P62136 whole entry, looked up): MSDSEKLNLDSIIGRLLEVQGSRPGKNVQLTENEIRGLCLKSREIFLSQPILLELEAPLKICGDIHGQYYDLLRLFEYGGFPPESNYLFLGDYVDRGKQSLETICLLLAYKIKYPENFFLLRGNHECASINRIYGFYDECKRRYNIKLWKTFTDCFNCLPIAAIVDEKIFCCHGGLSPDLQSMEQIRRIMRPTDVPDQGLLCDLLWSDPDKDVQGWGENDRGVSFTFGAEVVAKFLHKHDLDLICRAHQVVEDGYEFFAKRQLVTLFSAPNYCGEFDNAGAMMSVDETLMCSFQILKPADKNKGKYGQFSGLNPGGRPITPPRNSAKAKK
procasp7 counter: counter-screen for procaspase-3 activators: activators of human procaspase-7. P55210. recombinant procaspase-7, Ac-DEVD-pNA absorbance 405 nm; D23A/D198A/D206A triple mutant, cannot self-cleave; scale: DMSO 0, 5 µM enzyme 100. activation, % at 8.5 µM. actives 0.093% (n = 330,000);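 active = percent activation above the screen-wide mean plus 3 SD, cut at about 25% in these data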
Target sequence (P55210 whole entry D23A/D198A/D206A): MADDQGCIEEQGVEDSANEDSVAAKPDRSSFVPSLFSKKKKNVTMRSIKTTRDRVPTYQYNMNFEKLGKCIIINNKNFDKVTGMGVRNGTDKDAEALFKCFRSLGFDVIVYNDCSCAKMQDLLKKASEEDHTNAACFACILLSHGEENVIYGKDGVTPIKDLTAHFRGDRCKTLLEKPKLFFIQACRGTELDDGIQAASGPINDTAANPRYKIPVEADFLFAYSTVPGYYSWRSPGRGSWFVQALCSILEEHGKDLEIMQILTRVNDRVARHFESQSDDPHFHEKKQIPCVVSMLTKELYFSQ
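System: Uncleavable procaspase-7 mutant enzyme; Amount: 2 µM procaspase-7 mutant as dispensed; Schedule: 1 h compound preincubation, 2 h substrate cleavage, 25 °C; Measured by: 405 nm absorbance of p-nitroaniline; Evaluation: percent activation from buffer-corrected 0–120 min absorbance change; Control set: low DMSO alone, high DMSO plus 5 µM PC-7.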
PP5 inh: blocks human protein phosphatase 5 activity | inhibition, % at 6.7 µM | actives 0.18% (n = 320,000) | P53041 | AID 1987 | purified PP5c, OMFP substrate fluorescence;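 active = inhibition above the campaign's mean inhibition across all tested compounds plus 3 SD, cut at about 9.5% in these data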;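 note: 0% = DMSO only and 100% = 100 µM cantharidin control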
Efflux pump inh: inhibitors of Candida antifungal efflux pumps expressed in yeast. S. cerevisiae Candida pump triplex, Nile Red efflux. inhibition, % at 10 µM. actives 0.44% (n = 330,000). AID 485275;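 active = plate passing quality check with inhibition over a set limit, or well fluorescence over plate mean plus 4 SD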;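 note: Nile Red retained in pooled yeast measured as flow cytometry median fluorescence; 0% = buffer negative control and 100% = Enniatin B positive control; higher means more Nile Red kept so more efflux inhibition; some compounds called inactive have numbers as strong as hits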
HCV core dimer: HCV core protein dimerization inhibition; TR-FRET GST/Flag-core106 dimerization, 1536-well; inhibition, % at 5 µM; actives 0.33% (n = 300,000);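 active = inhibition above the mean of all tested compounds plus 3 SD, set per screening campaign, cut at about 45% in these data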
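Assay system – GST-tagged and Flag-tagged HCV core protein residues 1-106 · Quantity – core106 proteins, GST 13.5 nM and Flag 17 nM · Benchmarks – unlabelled core106 and no-GST-core106 wells · Read-out basis – percent inhibition of core106 dimerization signal · Detection – time-resolved FRET, ex 340 nm, em 617 and 671 nm · Schedule – 4 h at 22.5 °C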
CTSL1 counter: blocks F. hepatica cathepsin L1 in PFM18AAP counter-screen. recombinant F. hepatica cathepsin L1, Z-Leu-Arg-MCA fluorescence. inhibition, % at 5.96 µM. actives 0.49% (n = 300,000). AID 1906;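 active = inhibition above the mean of all tested compounds plus 3 SD, set per screening campaign, cut at about 17% in these data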;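 note: 0% = plate median of test compound wells and 100% = 1 µM Z-Phe-Ala-diazomethylketone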
GASC-1 inh: blocks human GASC-1 demethylase activity; actives 0.069% (n = 330,000); GST-JMJD2C(1-420) H3K9me3 demethylation, DELFIA europium; inhibition, % at 2.35 µM;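 active = more than half of a compound's replicate wells show inhibition beyond 50%, single wells judged on their own value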;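 note: signal counts dimethyl H3K9 product captured on neutravidin plate; 0% = median of DMSO wells and 100% = 0.3 times that DMSO median; strong numbers were not always called active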
proCasp3 act: procaspase-3 (human) activation; recombinant procaspase-3 D3A, Ac-DEVD-pNA absorbance 405 nm; P42574; activation, % at 8.5 µM; AID 463141; actives 0.11% (n = 330,000);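 active = activation above the mean of all tested compounds plus 3 SD, cut at about 21% in these data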;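 note: 0% = DMSO alone and 100% = DMSO wells spiked with extra 5 µM PC-3 D3A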
Target sequence (P42574 whole entry D9A/D28A/D175A): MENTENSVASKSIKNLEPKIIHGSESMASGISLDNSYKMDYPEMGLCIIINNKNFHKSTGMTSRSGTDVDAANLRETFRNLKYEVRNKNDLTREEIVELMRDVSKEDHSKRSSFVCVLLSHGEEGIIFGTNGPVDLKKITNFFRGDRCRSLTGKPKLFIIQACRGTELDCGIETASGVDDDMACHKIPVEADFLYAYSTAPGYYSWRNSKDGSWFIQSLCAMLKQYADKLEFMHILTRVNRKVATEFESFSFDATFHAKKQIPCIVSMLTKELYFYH
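Assay system – Procaspase-3 D3A mutant · Benchmarks – DMSO low control, extra-enzyme high control · Technique – 405 nm absorbance of p-nitroaniline, reads at 0 and 120 min · Doses – 8.5 µM nominal · Measure – % activation between DMSO and enzyme-spiked controls · Also added – Ac-DEVD-pNA chromogenic peptide substrate · Schedule – 1 h compound preincubation, 2 h substrate hydrolysis at 25 °C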
Numbers without * were called inactive; . = not tested or not shown.

SMILES	TPT1 inhibitor	PP1 counter	procasp7 counter	PP5 inh	Efflux pump inh	HCV core dimer	CTSL1 counter	GASC-1 inh	proCasp3 act
O=C(NC1CC1)C(Cc1ccccc1)NS(=O)(=O)c1ccccc1F (configuration not stated)	5	-2	-1	-3.0	0.1	-1	-1	14	5
CCN(CC)S(=O)(=O)c1cc(NC(=O)CCCOc2ccc(C(C)=O)cc2)ccc1C	1	4	7	-1.3	-0.1	5	-1	5	5
CCOc1cc2c(C#N)c(N(CC)CC)nc(N)c2c(N)n1	-1	2	-8	1.3	-0.2	-21	6	13	-16
CCOc1ccccc1N1CCN(Cc2c(C)n(C)n(-c3ccccc3)c2=O)CC1	2	-5	5	-0.1	-0.1	-1	1	34	9
O=C(CCN1C(=O)c2ccccc2C1=O)N1CCOCC1	-1	-4	3	0.2	-0.1	2	0	6	-5
CCCOc1ccc2c(=O)c(N3C(=O)c4ccccc4C3=O)c(C)oc2c1	2	-1	2	2.2	0.0	-2	0	4	-1
CC(C)(C)OC(=O)N1CCC(NC(=O)c2[nH]cnc2C(=O)Nc2ccccc2)CC1	.	-1	7	2.8	0.4	.	.	5	1
COc1cc(-c2cc(C(=O)Nc3ccncc3)c3ccccc3n2)cc(OC)c1OC	.	-5	-1	2.4	0.0	.	.	3	-2
CCN(C(=O)Nc1ccccc1OC)c1c(N)n(Cc2ccccc2)c(=O)[nH]c1=O	-5	1	1	0.3	0.1	-5	-1	4	4
O=C(Oc1ccc2c(c1)CCC2)N1CCOCC1	-1	-1	-8	1.9	-0.1	-4	-4	7	8
CC(C)OC(=O)/C(=C\c1cccc2ccccc12)NC(=O)c1ccccc1	2	3	-4	5.2	0.1	-4	0	7	-3
CC(OC(=O)C1CC2CCCC(C1)C2=O)C(=O)Nc1cccc([N+](=O)[O-])c1 (configuration not stated)	.	.	-7	.	0.3	.	.	1	0
COc1cc(NC(=O)C2CCN(S(=O)(=O)c3cccnc3)CC2)cc(OC)c1OC	2	0	7	-0.3	0.0	1	-2	-5	3
S=C1NC2(CCCC2)N=C1c1ccccc1	-1	-3	-1	1.6	-0.3	-2	-2	-5	-5
COC(=O)C1C2C=CC3(CN(c4cccc(Cl)c4)C(=O)C13)O2 (configuration not stated)	-3	-2	-9	-1.7	0.1	-3	-2	-4	-1
O=C(/C=C/c1ccc(Cl)cc1Cl)N(Cc1ccc(Cl)cc1)C1CCS(=O)(=O)C1 (configuration not stated)	-3	1	4	0.2	0.0	13	4	-7	-5
CSCc1ccc(C(=O)N2CCC(CCC(=O)N(C)Cc3ccccc3)CC2)o1	1	0	4	-0.8	-0.1	13	14	-2	-1
Cc1nn(C)cc1C(C)NC(=O)c1cc(COc2cccc3cnccc23)on1 (configuration not stated)	0	-4	1	2.0	0.0	-7	-3	36	1
NC(N)=NC(N)=Nc1ccc(SC(F)(F)F)cc1	1	2	3	0.4	0.2	-3	-4	-11	7
COc1ccc(/C=C/c2nc3cc(-c4ccccc4)ccc3o2)cc1O	3	0	-13	4.3	-0.2	11	0	3	-15
COC(=O)Nc1ccc(SCC(=O)c2cccc([N+](=O)[O-])c2)cc1	2	-2	-19	3.9	0.1	-7	-17	-3	-13
Cc1nn(-c2ccccc2)c(Cl)c1/C=C1\SC(=S)N(C)C1=O	0	-2	-1	0.9	0.3	-1	-1	-10	-7
C=CCNc1nc(N2CCOCC2)c(C#N)c2c1CN(C)CC2	-7	-3	2	1.3	-0.3	-5	-5	3	-1
CSCCC(NS(=O)(=O)c1ccc2c(c1)oc(=O)n2C)C(=O)NCc1cccs1 (configuration not stated)	0	-1	3	-0.7	0.0	-3	-1	-5	2
O=C1CCC(CCC(=O)N2CCCC(C(=O)c3cccc(C(F)(F)F)c3)C2)=NN1 (configuration not stated)	-2	9	7	3.9	-0.1	-5	5	-5	5
NC(=O)CN1C(=O)C2C3C=CC(C3)C2C1=O (configuration not stated)	0	-2	7	0.4	-0.1	-5	3	-1	1
Cc1ccc(S(=O)(=O)N(C)CC(=O)OCC(=O)Nc2ccccc2)cc1	2	-3	-4	2.1	0.5	6	-47	2	1
Cc1c(NS(=O)(=O)c2ccc3nc(COc4ccccc4Cl)[nH]c3c2)c(=O)n(-c2ccccc2)n1C	-2	-3	0	-3.1	-0.1	5	5	16	8
Cc1ccc(NC(=O)N2CCCC2C(=O)Nc2nnc(C(C)C)s2)cc1 (configuration not stated)	5	-1	5	0.2	-0.1	-1	-3	0	0
COc1ccc(CC(=S)N2CCOCC2)cc1F	-1	-2	8	0.6	-0.3	-7	-2	-1	9
CN(CC(=O)NCc1ccc(F)cc1)S(=O)(=O)c1cccc2nsnc12	-3	-2	-10	0.9	0.0	-9	0	8	3
Cc1ccccc1NC(=O)CSc1nc2cc3c(cc2cc1C)CCC3	1	0	-2	-2.1	0.0	7	-1	-3	-5
N#CC[C@H](Cc1ccccc1)N1CC[C@@H](O)CCC1=O	0	0	2	0.2	0.0	12	-2	17	-6
CCCNC(=O)c1ccc2c(c1)CCN2S(C)(=O)=O	-3	-1	-4	-4.0	-0.2	2	-1	-4	-4
CCC(C)(C)NC(=O)C1CCN(c2nc(C)cc(C)n2)CC1	-1	1	9	0.1	-0.1	1	-1	-6	8
O=CN1CCN(C(=O)Cc2ccc([N+](=O)[O-])cc2)CC1	-1	2	11	-1.6	0.0	-6	-2	2	0

Already shown: 3 of the compounds above.
SMILES	TPT1 inhibitor	PP1 counter	procasp7 counter	PP5 inh	Efflux pump inh	HCV core dimer	CTSL1 counter	GASC-1 inh	proCasp3 act
CCCNC(=O)c1ccc2c(c1)CCN2S(C)(=O)=O	-3	-1	-4	-4.0	-0.2	2	-1	-4	-4
CCC(C)(C)NC(=O)C1CCN(c2nc(C)cc(C)n2)CC1	-1	1	9	0.1	-0.1	1	-1	-6	8
O=CN1CCN(C(=O)Cc2ccc([N+](=O)[O-])cc2)CC1	-1	2	11	-1.6	0.0	-6	-2	2	0

Next section.
SMILES	TPT1 inhibitor	PP1 counter	procasp7 counter	PP5 inh	Efflux pump inh	HCV core dimer	CTSL1 counter	GASC-1 inh	proCasp3 act
Cc1cc(C)nc(/N=C(\N)Nc2ccc(S(=O)(=O)Nc3nccc(C)n3)cc2)n1	-6	-1	-1	1.7	0.5	5	4	4	0
COC(=O)c1sccc1NC(=O)c1cc(-c2cc(C)ccc2C)nc2ccccc12	-2	-3	-9	-0.3	0.3	1	5	-6	9
CC(C)C(=O)NC(C)C(c1cccs1)N1CCOCC1 (configuration not stated)	0	-4	-6	0.5	0.1	-4	-4	-2	8
Cc1ccccc1CCNC(=O)C1CC(O)CN1C(=O)Nc1ccccc1 (configuration not stated)	-5	-3	7	-4.1	-0.2	11	-5	-6	-2
COc1ccc(N2CCN(C(=O)CSc3nnc(-c4ccc5[nH]c(C)c(C)c5c4)o3)CC2)cc1	-3	-2	-9	1.0	0.0	-2	0	-4	-1
Cc1ccnc2c(N3C(=O)C4C5C=CC(C5)C4(C)C3=O)cccc12 (configuration not stated)	-5	-7	1	0.4	-0.1	2	-2	8	7
COc1ccc([N+](=O)[O-])cc1NC(=O)CSc1nc(C)cc(C)n1	3	-10	-21	1.9	0.7	38	-3	-1	-19
Cc1c(C(=O)N2CCN(Cc3ccccc3)CC2)sc2ncnc(N3CCOCC3)c12	-3	0	2	2.7	-0.1	3	1	2	4
CC1=CC(=Nc2c(C)n(C)n(-c3ccccc3)c2=O)C=C(C)C1=O	2	-2	11	-1.2	-0.1	-11	-6	-10	3
COc1ccc(C(C)=O)cc1CC(=O)NC1CCCCCC1	0	1	5	0.8	0.4	11	6	28	5
Cc1cc(NC(=O)c2ccc3nc(C)sc3c2)no1	-1	4	-14	1.4	0.1	7	-2	-1	-6
O=C(COC(=O)C(O)c1ccccc1)NC12CC3CC(CC(C3)C1)C2 (configuration not stated)	2	5	-4	-3.3	0.2	2	-11	-5	-2
CC(C)=CCc1c(O)c(CC=C(C)C)c2occ(-c3ccc(O)cc3)c(=O)c2c1O	-2	-1	-2	5.0	0.0	-3	1	.	15
CC1(CCc2ccccc2)NC(=O)N(CC(=O)N2CC(=O)Nc3ccccc32)C1=O (configuration not stated)	0	-2	8	0.5	-0.2	-1	-3	-12	1
CC(C)(C)c1ccc(NC(=O)Nc2ccc(OCC(=O)N3CCOCC3)cc2)cc1	4	2	-2	4.2	0.1	3	0	-31	-2
COc1ccc(NC(=O)CN2CCCCC2)cc1S(=O)(=O)N1CCCCC1	.	.	6	.	0.1	.	.	10	1
CCc1cccc(C)c1N=Cc1c(O)c2ccccc2oc1=O	0	0	-4	2.6	0.5	6	5	2	-1
O=C(NCCNS(=O)(=O)c1ccccc1)c1cc(OCC(F)(F)F)ccc1OCC(F)(F)F	-8	4	-7	-2.3	0.3	-3	-5	4	-5
COc1ccc(NC(=O)C2CC(=O)N/C(=N/N=C/c3ccccc3)S2)cc1 (configuration not stated)	0	-6	1	-0.8	-0.1	9	5	6	2
O=C(O)CCCN1C(=O)C(=O)/C(=C(/O)c2ccc(Cl)cc2)C1c1ccccc1 (configuration not stated)	-3	1	3	-1.0	-0.1	0	2	3	6
COC(CN(C(=O)CCl)C(C(=O)NC1CCCCC1)c1ccc(Cl)cc1)OC (configuration not stated)	-3	1	0	0.9	-0.1	5	82*	3	4
N#Cc1c(N)nc(SCc2ccccn2)c(C#N)c1-c1cccs1	2	1	0	4.0	0.2	4	5	1	-3
COCC(C)n1c(=O)sc2ccccc2c1=O (configuration not stated)	4	4	-4	1.1	0.1	-3	1	7	1
CCn1c(O)c(N=NC(=O)CNc2ccc(C)cc2)c2ccccc21	0	0	-14	-0.3	0.1	2	0	3	-2
COc1ccc(S(=O)(=O)Nc2ccc(F)cc2F)cc1C(=O)N1CCOCC1	-5	-5	3	1.1	0.4	7	-6	0	3
CCSc1ccccc1C(=O)Nc1cccc(OC)c1	2	-4	15	1.6	-0.1	2	-1	-2	6
COc1ccc(NS(=O)(=O)c2cccc(NC(=O)COc3ccc(OC)cc3)c2)cc1	0	3	-5	4.0	-0.2	-8	-2	-15	-6
COc1ccc(N2CCN(CC(=O)NC(=O)NC(C)(C)C)CC2)cc1	1	-4	11	1.3	0.1	2	-4	-2	-1
COc1ccccc1NC(=O)Cn1c(C)nc2c(sc(=S)n2Cc2ccco2)c1=O	-1	4	4	1.9	-0.2	24	0	-16	-3
O=C(COC(=O)CNS(=O)(=O)c1cc(C(F)(F)F)ccc1Cl)NC1CC1	.	.	1	.	-0.1	.	.	-1	7
O=C(NCc1ccccc1)c1ccc(Cl)nc1	-4	5	7	-2.2	-0.1	0	-2	-29	-4
Cc1nn(-c2ccccc2)c(C)c1/C=N/n1c(-c2ccc(C(C)(C)C)cc2)n[nH]c1=S	-2	4	-6	6.2	0.1	22	-2	4	-3

High-throughput results from PubChem BioAssay.

No enrichment for hits; any-hit rate near 2.9%.
